Mito fusion yeast: inhibitors of mitochondrial division or activators of mitochondrial fusion; S. cerevisiae fusion-defective mutant growth rescue, CellTiterGlo 48 h; Potency, µM (top dose mostly 46.1 µM), for the others: at the highest dose growth rescue (activation), actives largely listed as activators; 320,000 compounds, 0.23% hits; AID 485298;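 further: potency means the concentration at half of the fitted maximal effect; % of control where 0% means no effect; nearly all actives have a fitted effect of over 45% in size; temperature-sensitive fusion mutants such as fzo1-1 at 37 °C on non-fermentable ethanol glycerol medium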
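Compounds are tested for their ability to restore growth of mitochondrial fusion-defective yeast strains at non-permissive 37C in YPEG medium over 48 hours. Viability is quantified by luciferase luminescence.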
FLuc modulator: firefly luciferase modulation, counter-screen for miR-21 project; Potency, µM (titrated, usually from 57.5 µM), for inactives: at the top dose activity change, negative = inhibition, usual class: inhibitors; 360,000 compounds, 6.9% hits; purified FLuc, Km substrates, luminescence inhibition; P08659;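 further: potency means the concentration at half of the fitted maximal effect; plate controls were vehicle for no effect and reference inhibitor for full effect; nearly all actives have a fitted effect of over 55% in size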
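Biochemical qHTS of compounds, final roughly 60 µM downward over six points, against 10 nM purified firefly luciferase using Km concentrations of substrates (10 uM D-luciferin, 10 uM ATP) in Tris acetate pH 7.5 buffer; luminescence output.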
NPC1 promoter act: activators of NPC1 promoter. Huh7 NPC1 promoter luciferase reporter, 24 h. Potency, µM (titrated, usually from 9.22 µM), inactives show at the highest dose activation, actives largely listed as activators. 320,000 compounds, 2.4% hits;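 further: potency means the concentration at half of the fitted maximal effect; % of control where 0% means no effect; nearly all actives have a fitted effect of over 60% in size; reporter is driven by a mutant NPC1 promoter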
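Readout is luciferase luminescence, reflecting NPC1 promoter activation in stably transfected Huh7 cells after 24 h compound exposure at 37 °C in reduced-serum medium with 10% FBS.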
Menin MLL FP TR: menin-MLL binding inhibition, Texas Red mutant peptide | O00255 | Menin + Texas Red MLL mutant peptide, fluorescence polarization | Potency, µM (top dose mostly 61.6 µM), for the others: at the top dose FP activity change, negative = inhibition, usual class: inhibitors | 270,000 compounds, 0.23% hits | AID 1768; active means well fitted inhibition curve with a large enough effect in the polarisation, with a control signal flat, not every such curve was filed as active; inconclusive means small, poorly fitted or top-dose-only effect, or effect the other way, or a change in a side signal; inactive means no such curve, though single readings can be large or run the other way; the % refers to the polarisation; further: potency means the concentration at half of the fitted maximal effect; % of control where 0% means no effect; many of its hits are not listed in these tables
Target sequence (O00255 whole entry, looked up): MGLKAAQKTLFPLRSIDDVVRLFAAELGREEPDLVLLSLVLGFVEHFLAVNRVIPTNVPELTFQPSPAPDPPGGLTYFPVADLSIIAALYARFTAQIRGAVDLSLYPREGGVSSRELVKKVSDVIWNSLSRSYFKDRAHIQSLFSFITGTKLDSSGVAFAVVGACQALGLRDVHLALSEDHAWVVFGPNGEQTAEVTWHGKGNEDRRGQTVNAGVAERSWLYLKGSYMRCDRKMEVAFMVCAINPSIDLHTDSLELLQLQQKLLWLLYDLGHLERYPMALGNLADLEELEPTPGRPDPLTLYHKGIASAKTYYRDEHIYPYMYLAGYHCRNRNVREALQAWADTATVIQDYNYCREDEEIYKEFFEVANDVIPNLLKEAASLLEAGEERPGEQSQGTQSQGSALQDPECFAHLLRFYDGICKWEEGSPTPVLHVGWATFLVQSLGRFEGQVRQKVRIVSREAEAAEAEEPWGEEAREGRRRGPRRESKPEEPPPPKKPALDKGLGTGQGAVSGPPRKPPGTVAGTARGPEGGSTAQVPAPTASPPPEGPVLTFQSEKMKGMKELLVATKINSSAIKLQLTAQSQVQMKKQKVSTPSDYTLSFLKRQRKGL
MBNL1-CUG inh: MBNL1-poly(CUG) RNA binding inhibition; Potency, µM (series often up to 57.5 µM), for inactives: at the top dose activity change, negative = inhibition, usual class: inhibitors; Q9NR56; TR-FRET MBNL1-His/biotin-(CUG)12 binding, 665/545 ratio; 280,000 compounds, 0.036% hits; active means well fitted inhibition curve with a large enough effect in the signal ratio, with a control signal flat, not every such curve was filed as active; inconclusive means small, poorly fitted or top-dose-only effect, or effect the other way, or a change in a side signal; inactive means no such curve, though single readings can be large or run the other way; the % refers to the signal ratio; further: potency means the concentration at half of the fitted maximal effect; on the % scale 0 is the no-effect control and ±100 the full control effect
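Compounds (final 92 nM to 58 uM) are added to His-tagged MBNL1 and biotin-(CUG)12, then terbium anti-His antibody and streptavidin-XL665 (5 nM final). After 60 min at room temperature, the 665/545 nm ratio is read.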
PKM2 activator: PKM2 (human) enzyme activation | P14618 | Potency, µM (highest dose often 57.5 µM), for inactives: at the top dose activation, most hits filed as activators | purified PKM2, Kinase-Glo ATP luminescence, activation; response scale: 0% is enzyme alone, no compound | 260,000 compounds, 0.34% hits; further: potency means the concentration at half of the fitted maximal effect; on the % scale 0 is the no-effect control and ±100 the full control effect; nearly all actives have a fitted effect of over 55% in size
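Purified hPK-M2 (>95% pure) converted ADP (0.1 mM final) to ATP with 0.5 mM PEP in 50 mM imidazole pH7.2, KCl, MgCl2, Tween 20, BSA; 1 h at room temperature. ATP detected by Kinase-Glo luminescence.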
KCNH2 3.1 inh: blocks the human KCNH2 3.1 channel isoform; activity change, % (tested at about 1.8 µM); 340,000 compounds, 0.95% hits; AID 720553; U2OS KCNH2 3.1, thallium flux FluxOr; active compounds read low;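 active means maximum activity change below -70%; inconclusive means maximum activity change from -70% to -50%; inactive means maximum activity change above -50%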;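 further: thallium influx rate constant from kinetic fluorescence after stimulation buffer; on the % scale 0 is the no-effect control and ±100 the full control effect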
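Channel expression came from 3.1 mutant virus (1.77 x 10^8 /mL) applied to suspended U2OS cells for 4 h. Flux was tracked with FluxOr dye plus Red40 quencher, and kinetic rate constants normalized to controls.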
Gal4-VP16 FLuc: counter-screen for ROR gamma inhibitors: Gal4-VP16 reporter; Drosophila S2 Gal4-VP16 UAS-luciferase, luminescence, 20 h; Potency, µM (doses to about 53.6 µM), for the others: top-dose activity, negative = inhibition, hits mostly inhibitors; 310,000 compounds, 3.5% hits;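 further: Gal4-VP16 expression switched on by copper sulfate through the metallothionein promoter; potency means the concentration at half of the fitted maximal effect; on the % scale 0 is the no-effect control and ±100 the full control effect; nearly all actives have a fitted effect of over 50% in size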
Rab9 promoter act: activators of Rab9 promoter. AID 485297. Potency, µM (doses to about 9.22 µM), for inactives: at the highest dose activation, negative = inhibition, hits mostly activators. Huh7 Rab9 promoter-luciferase reporter, luminescence, 24 h. 320,000 compounds, 2.8% hits; further: potency means the concentration at half of the fitted maximal effect; % of control where 0% means no effect; nearly all actives have a fitted effect of over 60% in size
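Luminescence from Amplite-detected luciferase (10 minutes, ambient) reports Rab9 promoter activation. Before that, stable Rab9-luciferase Huh7 cells (1500/well, reduced-serum OP-MEM I plus 10% FBS) were exposed to compound for 24 hours at 37C.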
RORg inh: ROR gamma (mouse) transcription inhibition. AID 2551. Potency, µM (highest dose often 53.6 µM), for the others: at the top dose activity change, negative = inhibition, actives largely listed as inhibitors. 310,000 compounds, 5.4% hits. Drosophila S2 Gal4-RORgamma UAS-luciferase reporter, 20 h; further: potency means the concentration at half of the fitted maximal effect; on the % scale 0 is the no-effect control and ±100 the full control effect; nearly all actives have a fitted effect of over 60% in size
Target sequence (P51450 whole entry, looked up, the tested form may be a part): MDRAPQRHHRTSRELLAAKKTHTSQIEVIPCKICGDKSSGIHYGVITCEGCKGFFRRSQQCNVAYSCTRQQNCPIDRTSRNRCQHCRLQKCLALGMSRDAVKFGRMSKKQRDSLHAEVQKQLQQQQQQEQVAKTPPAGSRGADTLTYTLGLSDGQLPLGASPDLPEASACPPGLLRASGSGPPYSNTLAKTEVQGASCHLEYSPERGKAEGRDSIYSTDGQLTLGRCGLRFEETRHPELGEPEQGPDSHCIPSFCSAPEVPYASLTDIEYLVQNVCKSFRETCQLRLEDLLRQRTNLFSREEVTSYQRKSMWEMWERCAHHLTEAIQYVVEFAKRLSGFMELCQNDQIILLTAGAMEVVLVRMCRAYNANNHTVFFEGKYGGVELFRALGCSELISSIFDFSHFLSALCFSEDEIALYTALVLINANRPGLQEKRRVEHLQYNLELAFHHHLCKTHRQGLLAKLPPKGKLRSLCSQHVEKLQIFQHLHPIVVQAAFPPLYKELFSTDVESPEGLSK
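Schneider cells (Drosophila), stable Gal4 DBD–ROR gamma + UAS-luc; 1 hr cmpd preincubation; Cu2+ induction 700 uM final; 20 hr ambient; luminescence.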
ELG1 DNA repair: inhibitors of ELG1-dependent DNA repair in HEK293T cells | HEK293T ELG1-luciferase reporter, luminescence, 16 h; DNA damage induced by 5-fluorouridine | Potency, µM (top dose mostly 46.1 µM), for inactives: top-dose activity change, negative = inhibition, most hits filed as inhibitors | 330,000 compounds, 2.3% hits | AID 504467; further: potency means the concentration at half of the fitted maximal effect; on the % scale 0 is the no-effect control and ±100 the full control effect; nearly all actives have a fitted effect of over 55% in size
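Quantitative HTS, concentration-response format. 2,000 cells/well co-treated with 5-fluorouridine and compound, 16 hr in 5% CO2 at 37 °C; ONE-Glo luminescence read after 30 min.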
* marks the source's active call; other numbers are inactive results; ? = inconclusive; nt = not tested or not shown; [ ] = dose if it differs, or a comment. Unless noted, the call rests on the fitted dose curve; in most records, active means well fitted curve in the direction sought with a large enough effect; inconclusive means small, poorly fitted or top-dose-only effect, or another doubt; inactive means no such curve, though single readings can be large; an effect the other way counts as inactive or inconclusive. Not all compounds are listed (hit frequency here may not be typical).

SMILES	Mito fusion yeast	FLuc modulator	NPC1 promoter act	Menin MLL FP TR	MBNL1-CUG inh	PKM2 activator	KCNH2 3.1 inh	Gal4-VP16 FLuc	Rab9 promoter act	RORg inh	ELG1 DNA repair
COC(=O)C1=C(C)N(CCCC(=O)O)C(=O)NC1c1cc2c(cc1[N+](=O)[O-])OCO2 (stereo unspecified)	0%	-8%	-3%	12%	?	3%	3	-6%	-3%	-36%	6%
CC(C)CCN1CCN(C2CCN(c3ccccc3)CC2)CC1CCO (stereo unspecified)	-2%	1%	0%	-11%	6%	-1%	5	-1%	-1%	-16%	1%
O=C1C2C3c4ccccc4C(c4ccccc43)[C@@H]2c2nc3ccccc3n21 (stereo partly specified)	-2%	7%	-7%	12%	-30%	0%	-16	-9%	3%	11µM*	?
O=C(CCNc1cccc(Cl)c1)c1ccco1	-5%	-15%	-1%	8%	-5%	-3%	11	9%	11%	-10%	10%
O=C(Nc1ccc(NC(=O)c2cccs2)cn1)c1ccccc1	20%	5.4µM*	2.2µM*	14%	0%	8%	-27	?	1.1µM*	3%	?
Cc1oc2c(c(C)cc3oc(=O)c(CC(=O)N[C@@H](CCCNC(N)=O)C(=O)O)c(C)c32)c1C	1%	-10%	1%	?	10%	nt	-1	-15%	-4%	-10%	12%
Cc1ccc(N2CCN(C3=NC(=O)/C(=C\c4cccs4)S3)CC2)cc1	22µM*	-7%	0%	-8%	-1%	1%	-23	22%	0%	?	?
COc1cc2c(cc1OC)C(c1cc(OC)c(OC)c(OC)c1)NCC2 (stereo unspecified)	-6%	-1%	0%	1%	3%	-7%	-11	-9%	-1%	-32%	4%
O=C(CN(C(=O)CCC(=O)Nc1nccs1)c1ccc(F)c(Cl)c1)NCC1CCCO1 (stereo unspecified)	1%	4%	0%	0%	-3%	1%	44	7%	4%	-7%	0%
CC(C)Oc1ccc(S(=O)(=O)N2CCOCC2)cc1NC(=O)C(C)Oc1ccc(F)cc1 (stereo unspecified)	6%	4%	0%	nt	nt	nt	15	nt	-4%	nt	?
Cc1ccccc1C(=O)NC1CCN(C(=O)NC2CCCCC2)CC1	6%	0%	-3%	-20%	3%	-9%	5	-3%	0%	-8%	7%
CN(Cc1ccccc1)C(=O)c1ccccc1NC(=O)c1ccccc1	4%	5%	3%	1%	4%	-1%	-2	-7%	0%	5%	0%
Cc1cccnc1Nc1nc(-c2ccccc2)cs1	-12%	1.9µM*	3.2µM*	?	0%	-15%	-5	nt	3.5µM*	nt	?
Cc1cnc(C(=O)N2CCN(c3ccc(C(F)(F)F)cn3)CC2)cn1	0%	1%	3%	nt	nt	1%	-1	-5%	-1%	-2%	?
CSCCC(NC(=O)c1ccc(Cl)cc1)C(=O)O (stereo unspecified)	5%	-3%	-4%	6%	-5%	0%	6	-5%	17%	-11%	-3%
Cc1ccnc(NC(=O)/C=C/c2ccccc2Cl)c1	4%	0.6µM*	0.71µM*	?	12%	6%	24	5.6µM*	1.1µM*	3.5µM*	?
Cc1ccc(-n2ncc3c(=O)[nH]c(SCC(=O)N4CCCCC4)nc32)cc1	-4%	0%	-1%	-19%	-2%	3%	15	6%	-15%	-1%	-9%
O=C(COC(=O)c1ccccc1C(=O)c1ccccc1)Nc1ccc(SC(F)F)cc1	16µM*	?	-3%	4%	-7%	-2%	-36	?	0%	?	?
COCCn1c(-c2cccs2)csc1=Nc1cccnc1	-4%	-3%	-5%	-13%	12%	-4%	13	1%	-1%	14%	?
COC(=O)c1cc(=O)n(CCc2ccc(OC)cc2)c(=Nc2ccc(F)c(Cl)c2)s1	5%	0%	-7%	7%	4%	-3%	3	3%	3%	8%	?
CCn1c(-c2ccc(OC)c(OC)c2)n[nH]c1=S	-4%	4%	-2%	-2%	-4%	-5%	4	-26%	-2%	11µM*	19%
COc1ccc(NC(=O)COC(=O)C2CCN(S(=O)(=O)c3ccccc3)CC2)cc1Cl	4%	3%	-1%	nt	nt	nt	-1	nt	-3%	nt	12%
COCCOc1ccc(C(F)(F)F)cc1NC(=O)CN1C(=O)NC(C)(c2ccc3c(c2)OCO3)C1=O (stereo unspecified)	3%	2%	-1%	nt	nt	nt	1	nt	-1%	nt	?
COc1ccccc1NC(=O)Nc1nn(C)c2cccc(OC)c12	13%	?	-1%	nt	-9%	-3%	50	-11%	2%	2%	?
O=S(=O)(NCC1CCN(c2ccc(S(=O)(=O)N3CCOCC3)cc2)CC1)c1ccccc1	5%	2%	-1%	-13%	-11%	1%	-1	-80%	-2%	?	6%
O=C(COc1ccc(Cl)cc1Cl)N/N=C/C1CC=CCC1 (stereo unspecified)	-1%	-30%	1%	nt	6%	8%	1	2%	5%	17%	9%
CCCOc1ccc(C(=O)N2CC3(CC(c4cccc(NC(=O)[C@@H]5CCC(=O)N5)c4)=NO3)C[C@H]2C(=O)NC2(C(N)=O)CC2)cc1 (stereo partly specified)	-1%	5%	1%	6%	1%	1%	-7	-6%	-5%	-12%	8%
NC(=O)c1cc(S(=O)(=O)N2CCCC2)ccc1OCCOc1ccccc1	0%	-9%	-6%	nt	nt	nt	9	nt	-4%	nt	-27%
Cc1nn(-c2ccccc2)c(C)c1NC(=O)COC(=O)c1ccccc1	-3%	4%	-1%	nt	nt	nt	0	nt	1%	nt	?
COc1ccc(CNC(=O)N2CCN(c3cccc(C)c3C)CC2)cc1OC	-3%	4%	-1%	-14%	-5%	-2%	23	-6%	-1%	3%	-11%

Looked up above:
For MBNL1-CUG inh, CCCOc1ccc(C(=O)N2CC3(CC(c4cccc(NC(=O)[C@@H]5CCC(=O)N5)c4)=NO3)C[C@H]2C(=O)NC2(C(N)=O)CC2)cc1 (stereo partly specified) shows 1%
For KCNH2 3.1 inh, COc1ccc(CNC(=O)N2CCN(c3cccc(C)c3C)CC2)cc1OC shows 23

Three compounds from above, showing only PKM2 activator, Menin MLL FP TR and NPC1 promoter act:
SMILES	PKM2 activator	Menin MLL FP TR	NPC1 promoter act
O=C1C2C3c4ccccc4C(c4ccccc43)[C@@H]2c2nc3ccccc3n21 (stereo partly specified)	0%	12%	-7%
O=C(CCNc1cccc(Cl)c1)c1ccco1	-3%	8%	-1%
O=C(Nc1ccc(NC(=O)c2cccs2)cn1)c1ccccc1	8%	14%	2.2µM*

Further results follow.
SMILES	Mito fusion yeast	FLuc modulator	NPC1 promoter act	Menin MLL FP TR	MBNL1-CUG inh	PKM2 activator	KCNH2 3.1 inh	Gal4-VP16 FLuc	Rab9 promoter act	RORg inh	ELG1 DNA repair
COc1ccc(CCC(=O)OCC(=O)NCc2ccc3c(c2)OCO3)cc1	2%	0%	-2%	nt	nt	nt	-14	nt	-1%	nt	15%
CC(OC(=O)CN1C(=O)NC2(CCCC2)C1=O)C(=O)Nc1cccc(Cl)c1Cl (stereo unspecified)	-2%	-1%	-3%	nt	nt	nt	-9	nt	9%	nt	16%
CC(Oc1ccc(F)cc1)C(=O)Nc1ccccc1C(=O)NC1CC1 (stereo unspecified)	10%	3%	1%	nt	nt	nt	5	nt	-1%	nt	1%
O=C(CNc1ccc2ccccc2c1)N/N=C/c1ccccn1	-1%	-4%	4%	nt	nt	1%	-15	0%	-6%	-38%	-20%
COc1ccc(NC(=O)NC2(C(=O)N3CCCC(C)C3)CCCCC2)cc1 (stereo unspecified)	2%	1%	-4%	nt	-6%	nt	-11	0%	1%	-7%	?
CN(C(=O)COC(=O)C1COc2ccccc2O1)c1c(N)n(Cc2ccccc2)c(=O)[nH]c1=O (stereo unspecified)	-1%	1%	1%	nt	nt	nt	9	nt	-2%	nt	10%
CCN(CC)c1ccc(-c2nn3c(-c4n[nH]c5c4CCC5)nnc3s2)cc1	-3%	21µM*	-9%	2%	55%[activator]	-7%	-18	3%	-13%	-24%	1%
COC(=O)Oc1ccc(/C=C/C(=O)OC(C)C)cc1OC(=O)OC	7%	?	-9%	-5%	1%	-2%	-1	6%	-8%	-14%	?
